Sm TGR inh – blocks Schistosoma mansoni thioredoxin glutathione reductase; 3% of 360,000 active; Q962Y6; purified TGR, DTNB reduction, TNB absorbance 405 nm; Potency, µM (highest dose often 114 µM), inactives show at the highest dose activity change, negative = inhibition, actives largely listed as inhibitors; also: potency is read from the fitted curve at half-maximal effect; % is scaled to controls: 0 for no effect and ±100 for the full control effect; nearly all actives have a fitted effect of over 60% in size
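Kinetic colorimetric format: TGR-catalysed, NADPH-driven DTNB reduction monitored via TNB absorbance. Enzyme dispensed at 20 nM; compound exposure 15 min at room temperature before reaction start.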
CHX counter – counter-screen hit for Shiga toxin inhibitors, cycloheximide; 12% of 300,000 active; AID 2314; cell reporter, cycloheximide protein synthesis inhibition counterscreen; max response, %; in the data active = max response mostly above about 13%, no sharp cut-off; inactive = mostly below about 14%; also: read at 38.3 µM for the half of the compounds with a filed dose; 0% is about no effect
Shiga toxin inh – Shiga toxin inhibition | 9.2% of 290,000 active | AID 2315 | inhibition, % at 38.7 µM | Vero cells, Shiga toxin protein synthesis inhibition reporter; in the data active = inhibition mostly above about 28%, no sharp cut-off; inactive = mostly below about 43%; also: 0% is about no effect
Pf growth 96h – P. falciparum growth inhibition at 96 hour, primary screen for plastid delayed-death inhibitors | P. falciparum luciferase reporter growth, 96 h | Potency, µM (highest dose often 28.7 µM), without a hit: at the highest dose activity change, negative = inhibition, most hits filed as inhibitors | 6.9% of 320,000 active | AID 504834; also: potency is read from the fitted curve at half-maximal effect; % is scaled to controls: 0 for no effect and ±100 for the full control effect
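Infected RBCs, 2% Hct / 0.05% parasitemia final; luciferase-reporter P. falciparum; cpd 96 h, 37 C, 5% CO2; luciferase detection reagent; luminescence.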
Pf growth 48h – inhibits P. falciparum growth in the first generation, 48 h; P. falciparum luciferase growth in erythrocytes, 48 h; Potency, µM (highest dose often 28.7 µM), without a hit: at the highest dose activity change, negative = inhibition, usual class: inhibitors; 5.9% of 310,000 active; AID 504832; also: potency is read from the fitted curve at half-maximal effect; % is scaled to controls: 0 for no effect and ±100 for the full control effect
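Parasite viability was followed by luminescence of a genomically integrated firefly luciferase. Cultures held 0.1% parasitemia at 2% hematocrit (final), incubated under 5% CO2 at 37 C.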
FBPA Giardia inh – inhibitors of Giardia lamblia fructose-1,6-bisphosphate aldolase; A8B2U2; purified Giardia FBPA; Potency, µM (top dose mostly 59.6 µM), without a hit: at the highest dose activity, negative = inhibition, most hits filed as inhibitors; 0.71% of 290,000 active; AID 2451; also: potency is read from the fitted curve at half-maximal effect; % is scaled to controls: 0 for no effect and ±100 for the full control effect; nearly all actives have a fitted effect of over 55% in size
Target sequence (A8B2U2 whole entry, looked up): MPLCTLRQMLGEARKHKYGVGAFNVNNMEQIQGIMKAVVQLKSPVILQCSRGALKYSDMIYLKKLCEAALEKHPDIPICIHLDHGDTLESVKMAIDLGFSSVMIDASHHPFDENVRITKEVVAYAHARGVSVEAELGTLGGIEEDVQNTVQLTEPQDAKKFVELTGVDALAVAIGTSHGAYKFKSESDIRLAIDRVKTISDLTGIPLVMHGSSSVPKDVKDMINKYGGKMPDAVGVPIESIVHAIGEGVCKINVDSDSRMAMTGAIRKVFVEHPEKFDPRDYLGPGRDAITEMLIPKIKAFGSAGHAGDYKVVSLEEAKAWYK
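40 nM FBPA preincubated 10 min at RT with compound (up to 57.5 uM final), then substrate plus GAPDH/TPI/NAD/arsenate coupling and diaphorase/resazurin added. Fluorescence read after 20 min at RT, 525/598 nm.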
Active calls of the source: *; [ ] = another dose, or the depositor's remark. Unless noted, calls follow the shape of the dose curve; as a rule, active = well fitted curve in the direction sought with a large enough effect; inconclusive = small, poorly fitted or top-dose-only effect, or another doubt; inactive = no such curve, though single readings can be large; an effect the other way counts as inactive or inconclusive. Outcome played no part in choosing rows; 24% or so of the library scored in one or more.

What do the screens show for `O=C(C1CCC(CNc2nc(=S)[nH]c3ccccc23)CC1)N1CCN(c2ccc(F)cc2)CC1` (configuration not stated)?
Sm TGR inh: -1%; CHX counter: 12; Shiga toxin inh: -14; Pf growth 96h: -21%; Pf growth 48h: inconclusive; FBPA Giardia inh: 8%

What do the screens show for `CC(OC(=O)c1ccccc1N1C(=O)C2C3CCC(C3)C2C1=O)C(=O)c1ccccc1` (configuration not stated)?
Sm TGR inh: 8%; CHX counter: -1; Shiga toxin inh: 5; Pf growth 96h: -19%; Pf growth 48h: 0%; FBPA Giardia inh: -2%

Results for CCCCn1c(O)c(/C=C2\C=Nc3ccccc32)c(=O)[nH]c1=O ?
Sm TGR inh: inconclusive; CHX counter: -2; Shiga toxin inh: 1; Pf growth 96h: 46%[activator]; Pf growth 48h: 35%[activator]; FBPA Giardia inh: 14%

What do the screens show for `O=S(=O)(Nc1cc(O)cc2cccnc12)c1ccc(Br)s1`?
CHX counter: -8; Shiga toxin inh: -5; FBPA Giardia inh: 3.2µM*

How did Cc1cc(C)c(S(=O)(=O)c2ccccc2)c(OC(=O)c2c(Cl)cc(Cl)cc2Cl)n1 do in these assays?
Sm TGR inh: 12%; CHX counter: 14; Shiga toxin inh: -7; Pf growth 96h: 14%; Pf growth 48h: 3.7µM*; FBPA Giardia inh: 7%

What do the screens show for `O=C1CCCC2=C1C(c1cccs1)n1nc(SCc3ccccc3)nc1N2` (configuration not stated)?
Sm TGR inh: -10%; CHX counter: -4; Shiga toxin inh: -3; Pf growth 96h: inconclusive; Pf growth 48h: inconclusive; FBPA Giardia inh: -6%

Results for O=C(COC(=O)c1cncc(Br)c1)NCC1CCCO1 (configuration not stated) ?
Sm TGR inh: 0%; CHX counter: 2; Shiga toxin inh: -16; Pf growth 96h: -21%; Pf growth 48h: 5%; FBPA Giardia inh: -6%

How did CCCCCn1c(NCc2ccco2)nc2ccccc21 do in these assays?
Sm TGR inh: -4%; CHX counter: -4; Shiga toxin inh: -29; Pf growth 96h: 44%[activator]; FBPA Giardia inh: 3%

Results for CSc1ncccc1C(=O)N1CCCC(CCC(=O)NCc2ccccc2F)C1 (configuration not stated) ?
Sm TGR inh: 0%; CHX counter: -1; Shiga toxin inh: 8; Pf growth 96h: inconclusive; Pf growth 48h: inconclusive; FBPA Giardia inh: -1%

Results for CCOc1ccc(NC(=O)COc2ccc(C(=O)NC3CCCc4ccccc43)cc2OC)cc1 (configuration not stated) ?
Sm TGR inh: 2%; CHX counter: -2; Shiga toxin inh: -14; Pf growth 96h: 13%; Pf growth 48h: 7%; FBPA Giardia inh: 3%

What do the screens show for `CC1CCCCN1Cc1nc2ccccc2c(=O)[nH]1` (configuration not stated)?
Sm TGR inh: -3%; CHX counter: 17; Shiga toxin inh: 19; Pf growth 96h: 0.019µM*; Pf growth 48h: -14%; FBPA Giardia inh: -5%

How did Cc1cc(=O)[nH]c(SCc2ccc(Cl)cc2Cl)n1 do in these assays?
Sm TGR inh: 1%; CHX counter: -4; Shiga toxin inh: -6; Pf growth 96h: -25%; Pf growth 48h: 0%; FBPA Giardia inh: 9%

How did O=C(Cn1ccc([N+](=O)[O-])n1)N1CCCCC1 do in these assays?
Sm TGR inh: 3%; CHX counter: -3; Shiga toxin inh: -2; Pf growth 96h: 17%[5.75 µM]; Pf growth 48h: -21%[5.75 µM]; FBPA Giardia inh: 3%

Results for COc1cc(C(F)(F)F)c(C(=O)NCc2cccc(Cl)c2)cn1 ?
Sm TGR inh: 2%; CHX counter: -2; Shiga toxin inh: -7; Pf growth 96h: 9%; Pf growth 48h: 33%[activator]; FBPA Giardia inh: 0%

How did Cc1ccc(S(=O)(=O)NC(=O)c2ccc(-c3ccc(-c4ccccc4)cc3)o2)c(C)c1 do in these assays?
Sm TGR inh: -23%; CHX counter: -4; Shiga toxin inh: -17; Pf growth 96h: -13%; Pf growth 48h: -1%; FBPA Giardia inh: 22%

Results for COc1ccc(CCNC(=O)Cn2c([N+](=O)[O-])cnc2C)cc1OC ?
Sm TGR inh: 0%; CHX counter: -3; Shiga toxin inh: -22; Pf growth 96h: 25%; Pf growth 48h: 24%; FBPA Giardia inh: 2%

Results for CCOc1ccc(NC(=O)Nc2cccnc2)cc1 ?
Sm TGR inh: 8%; CHX counter: 25*; Shiga toxin inh: 60*; Pf growth 96h: 11%; Pf growth 48h: 51%[activator]; FBPA Giardia inh: -5%

Results for CCOCCCNC(=O)C(NC(=O)c1ccc(NC(C)=O)cc1)c1ccc(C)cc1 (configuration not stated) ?
Sm TGR inh: -1%; CHX counter: 5; Shiga toxin inh: -10; Pf growth 96h: 41%[activator]; Pf growth 48h: -3%; FBPA Giardia inh: 2%

What do the screens show for `Cc1cc(C)n2nc(Sc3ncccc3[N+](=O)[O-])nc2n1`?
Sm TGR inh: 44%[activator]; CHX counter: -2; Shiga toxin inh: -8; Pf growth 96h: -15%; Pf growth 48h: inconclusive; FBPA Giardia inh: 6%

Results for COc1ccc(CNC(=O)CCS(=O)(=O)c2ccc(Br)cc2)cc1 ?
Sm TGR inh: 9%; CHX counter: 3; Shiga toxin inh: 12; Pf growth 96h: 4.7µM*; Pf growth 48h: 41%[activator]; FBPA Giardia inh: -6%

What do the screens show for `CCOc1ccc(CN2CCN(Cc3c(C)nn(CC)c3C)CC2CCO)cc1` (configuration not stated)?
Sm TGR inh: inconclusive; CHX counter: -2; Shiga toxin inh: 6; Pf growth 96h: 14%; Pf growth 48h: -18%; FBPA Giardia inh: -2%

Results for CC/C(C)=N/Oc1nc(C)cc(C)n1 ?
Sm TGR inh: 10%; CHX counter: -1; Shiga toxin inh: -11; Pf growth 96h: 8%; Pf growth 48h: 28%; FBPA Giardia inh: -3%

What do the screens show for `O=C1C(c2ccc(F)cc2)N(CC2COc3ccccc3O2)C(=O)CN1C1CCCCC1` (configuration not stated)?
Sm TGR inh: 3%; CHX counter: 6; Shiga toxin inh: -3; Pf growth 96h: inconclusive; Pf growth 48h: 2.3µM*; FBPA Giardia inh: -3%

What do the screens show for `O=C(CCNS(=O)(=O)c1cccc2nsnc12)NCc1cccs1`?
Sm TGR inh: -8%; CHX counter: -4; Shiga toxin inh: -10; Pf growth 96h: inconclusive; Pf growth 48h: 3%; FBPA Giardia inh: 0%

What do the screens show for `Cc1ccc2c(Cl)c(C(=O)N/N=C/c3cccn3C)sc2c1`?
Sm TGR inh: -4%; CHX counter: 6; Shiga toxin inh: 1; Pf growth 96h: inconclusive; Pf growth 48h: 40%[activator]; FBPA Giardia inh: 5%

How did Cc1ccc2c([N+](=O)[O-])cccc2n1 do in these assays?
Sm TGR inh: 4%; CHX counter: 1; Shiga toxin inh: 7; Pf growth 96h: 32%[activator]; Pf growth 48h: 4%; FBPA Giardia inh: -8%

What do the screens show for `CCn1cc([N+](=O)[O-])c(C(=O)Nc2cc(C)on2)n1`?
Sm TGR inh: 5%; CHX counter: 6; Shiga toxin inh: 19; Pf growth 96h: inconclusive; Pf growth 48h: 24%; FBPA Giardia inh: 22%

How did COc1ccc(Cc2nc3ccc(C(=O)N(C)CCn4ccnc4)cc3o2)cc1OC do in these assays?
Sm TGR inh: 6%; CHX counter: 77*; Shiga toxin inh: 63*; Pf growth 96h: inconclusive; Pf growth 48h: -11%; FBPA Giardia inh: -2%

What do the screens show for `O=C(CSc1ncn[nH]1)Nc1nc(-c2cccc([N+](=O)[O-])c2)cs1`?
Sm TGR inh: -22%; CHX counter: 2; Shiga toxin inh: 8; Pf growth 96h: 7%; Pf growth 48h: 4%; FBPA Giardia inh: 0%

What do the screens show for `Cc1onc(-c2c(Cl)cccc2Cl)c1C(=O)N1CCSCC1`?
Sm TGR inh: 3%; CHX counter: 2; Shiga toxin inh: -2; Pf growth 96h: -10%; Pf growth 48h: 0%; FBPA Giardia inh: 8%

What do the screens show for `CC1CCN(c2nc(CN3CCCCC3)nc3scc(-c4ccccc4)c23)CC1`?
Sm TGR inh: -2%; CHX counter: -2; Shiga toxin inh: 18; Pf growth 96h: 1.5µM*; Pf growth 48h: 2.3µM*; FBPA Giardia inh: 12%

Results for CCCNC(=O)c1cccc(Cn2nc(C)c(Br)c2C)c1 ?
Sm TGR inh: 17%; CHX counter: -3; Shiga toxin inh: -13; Pf growth 96h: 2%; Pf growth 48h: -14%; FBPA Giardia inh: 2%

How did CC(SCc1ccccc1)C(=O)N/N=C/c1ccc2c(c1)OCO2 (configuration not stated) do in these assays?
Sm TGR inh: 2%; CHX counter: 8; Shiga toxin inh: 24; Pf growth 96h: -3%; Pf growth 48h: -10%; FBPA Giardia inh: 8%

How did C(=C/c1ccnc2nc(SC/C=C/c3ccccc3)nn12)/c1ccccc1 do in these assays?
Sm TGR inh: -6%; CHX counter: 1; Shiga toxin inh: -9; Pf growth 96h: 15µM*; Pf growth 48h: inconclusive; FBPA Giardia inh: 0%

How did COc1cccc2sc3ccc(C#CC4(N)CCCCC4)cc3c(=O)c12 do in these assays?
Sm TGR inh: -13%; CHX counter: 32*; Shiga toxin inh: 64*; Pf growth 96h: inconclusive; Pf growth 48h: inconclusive; FBPA Giardia inh: -3%

How did CCOc1ccccc1/C=N/NC(=O)c1c(C)nc2ccc(Br)cn12 do in these assays?
Sm TGR inh: 11%; CHX counter: -4; Shiga toxin inh: -3; Pf growth 96h: -85%; Pf growth 48h: 20%; FBPA Giardia inh: -23%

What do the screens show for `N#C/C(=N\Nc1cccc(C(F)(F)F)c1)C(=O)c1ccsc1`?
Sm TGR inh: 7%; CHX counter: 68*; Shiga toxin inh: 94*; Pf growth 96h: -4%; Pf growth 48h: 142%[activator]; FBPA Giardia inh: -9%

How did COC(=O)C(=O)Nc1nnc(COc2ccccc2)s1 do in these assays?
Sm TGR inh: 7%; CHX counter: -2; Shiga toxin inh: 1; Pf growth 96h: 0%; Pf growth 48h: 0%

How did Cc1ccc(C(=O)O)cc1S(=O)(=O)N1CCCC1 do in these assays?
Sm TGR inh: -23%; CHX counter: 1; Shiga toxin inh: -11; FBPA Giardia inh: 11%

How did COc1cc2c(cc1OC)C(c1ccc(Cl)cc1)CC(=O)N2 (configuration not stated) do in these assays?
Sm TGR inh: 0%; CHX counter: -3; Shiga toxin inh: -13; Pf growth 96h: inconclusive; Pf growth 48h: -9%; FBPA Giardia inh: 3%

From PubChem BioAssay
